# Assay outcomes as filed in PubChem BioAssay.
# CHT block: human CHT choline transport inhibition; Q9GZV3; CHT-expressing cells, membrane potential dye, choline response; stronger effect = lower value; B-score at 10 µM; actives 0.86% (n = 310,000); AID 488975;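 active means B-score over 3 SD under the library average, and starting fluorescence ratio not unusually high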;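 further: choline stimulus applied at its EC90 after an EC20 pre-addition; B-score computed on integrated fluorescence ratio after choline addition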
# Target sequence (Q9GZV3 whole entry, looked up): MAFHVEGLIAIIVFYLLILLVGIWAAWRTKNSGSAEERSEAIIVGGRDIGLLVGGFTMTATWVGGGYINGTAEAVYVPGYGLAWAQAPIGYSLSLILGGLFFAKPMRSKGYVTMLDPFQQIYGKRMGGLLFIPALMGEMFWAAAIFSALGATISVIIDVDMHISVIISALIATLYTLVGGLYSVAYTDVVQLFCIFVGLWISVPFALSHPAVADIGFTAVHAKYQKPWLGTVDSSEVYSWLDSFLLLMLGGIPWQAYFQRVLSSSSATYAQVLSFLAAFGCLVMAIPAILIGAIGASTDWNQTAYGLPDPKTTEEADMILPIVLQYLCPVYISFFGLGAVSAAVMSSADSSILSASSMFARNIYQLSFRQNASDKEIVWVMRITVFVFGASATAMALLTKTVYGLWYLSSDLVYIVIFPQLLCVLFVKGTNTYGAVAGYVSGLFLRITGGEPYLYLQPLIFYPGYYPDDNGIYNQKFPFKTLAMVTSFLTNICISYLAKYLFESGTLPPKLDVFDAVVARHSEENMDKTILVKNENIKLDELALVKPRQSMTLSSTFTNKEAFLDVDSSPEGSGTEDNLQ
# CHT allo act: allosteric activators of human choline transporter CHT | B-score at 10 µM | actives 0.49% (n = 310,000) | CHT-expressing cells, membrane potential dye, choline EC20; stronger effect = higher value; LV-AA mutant CHT in HEK293 cells | Q9GZV3;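 active means initial fluorescence not abnormally high and integrated response B-score, plate-corrected, over 3 SD above library mean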
# Starred values were filed as active, the others as inactive; i = inactive.
SMILES	CHT block	CHT allo act
Cn1c(-c2ccc(Br)cc2)cnc1NCc1ccc(C#N)cc1	i	i
Cc1c(C(=O)Nc2ccc(S(=O)(=O)N(C)C3CCN(C)CC3)cc2)oc2c(Cl)cccc12	i	i
Cc1ncc(N=Nc2ccc(F)cc2)c(-c2ccc(Cl)cc2)n1	i	i
CC(=O)Nc1ccc(NC(=O)Cn2c(=O)n(-c3ccc(C)cc3)c(=O)c3oc4ccccc4c32)cc1	i	i
Cc1ccc(NC2=NC(c3ccc(C)cc3)n3c(nc(C)cc3=O)N2)cc1 (stereo not given)	i	i
O=c1cc(N2CCOCC2)[nH]c(=O)n1-c1ccc(Cl)cc1	i	i
CCOC(=O)C(=CNc1cc(C)ccc1-n1cccc1)C(=O)OCC	i	i
CCCc1[nH]nc2c1C(c1ccc(OCCN3CCOCC3)c(OC)c1)C(C#N)=C(N)O2 (stereo not given)	i	i
COc1ccccc1CNC(=O)CSc1nn2c(=O)c(C(C)(C)C)nnc2s1	i	i
Cc1csc(NC(=O)c2cccc([N+](=O)[O-])c2C(=O)O)n1	i	i
CN(C(=O)c1ccc(S(=O)(=O)N2CCOCC2)cc1)C1CCS(=O)(=O)C1 (stereo not given)	i	i
Cc1cnc(CN(C)Cc2nc(Cc3cccc(C(F)(F)F)c3)no2)[nH]1	i	i
Cn1c(=O)c2c(nc(NCCOc3ccc(C(C)(C)C)cc3)n2C)n(C)c1=O	i	i
O=c1c2[nH]c3ccc(F)cc3c2ncn1CCC1=CCCCC1	i	i
Cc1cccc([C@@H]2[C@@H]3C(=O)N(Cc4ccccc4)C(=O)[C@@H]3[C@]3(C)C(=O)N(c4cccc(F)c4)C(=O)N23)c1	i	i
CSc1nc2ccccc2c(=O)n1C1CCCCC1	i	i
C/C(O)=C/c1nc2ccccc2[nH]c1=O	i	i
CC1(C)Cc2ccccc2C(NNC(=O)c2ccccn2)=N1	i	i
Cc1ccc(C(=O)NCc2ccco2)o1	i	i
C=CCN(CC=C)S(=O)(=O)c1ccc(NC(=S)NC(=O)c2ccc(-c3ccccc3)cc2)cc1	i	i
CC(=O)N1N=C(c2cccc(NS(=O)(=O)c3ccc(C)cc3)c2)CC1c1ccco1 (stereo not given)	i	i
CC(C)(C)c1cc(C(=O)N/N=C/c2ccccn2)n[nH]1	i	i
CCOC(=O)C(C)OC(=O)C1=C(C)NC(=O)NC1c1ccc2c(c1)OCO2 (stereo not given)	i	i
Cc1csc(SCCN2C(=O)c3ccccc3C2=O)n1	i	i
O=C(NCc1ccc2c(c1)OCO2)C1CCN(C(=O)Nc2ccc(Cl)cc2)CC1	i	i
Cc1cc(NC(=O)C2CC2)ncc1NC(=O)C12CC3CC(CC(C3)C1)C2	i	i
CCC(NC(=O)c1ccccc1NC(=O)c1ccccc1)C(=O)OC (stereo not given)	i	i
COc1ccc(NC(=S)NC(=O)c2cncc(Br)c2)c(OC)c1	i	i
O=C(O)COc1cccc(/C=C2/SC(=S)N(Cc3ccccc3)C2=O)c1	i	i
CN1CCC(CNC(=O)Nc2ccccc2)(c2ccccc2)CC1	i	i

# As a working copy, some entries already given.
SMILES	CHT block	CHT allo act
O=C(O)COc1cccc(/C=C2/SC(=S)N(Cc3ccccc3)C2=O)c1	i	i
CN1CCC(CNC(=O)Nc2ccccc2)(c2ccccc2)CC1	i	i

# Additional structures follow:
SMILES	CHT block	CHT allo act
COCCCn1c(C)csc1=Nc1cccnc1	i	i
NC(=O)c1cc([N+](=O)[O-])ccc1NCc1cccc([N+](=O)[O-])c1	i	i
Cc1ccc(OCCC(=O)OCC(=O)C(C)(C)C)cc1	i	i
Cc1cc([N+](=O)[O-])ccc1NCc1cccc2ccccc12	i	i
Cc1ccc(-c2n[nH]c(=S)n2/N=C/c2ccc(C)s2)cc1	i	i
CCOc1cc(/C=N\NC(=O)c2ccc(C)nc2)cc([N+](=O)[O-])c1O	i	i
COc1ccccc1-c1ccc(SCc2ccc([N+](=O)[O-])cc2)nn1	i	i
O=C(O)c1cc2nccc(-c3ccco3)n2n1	i	i
O=C(c1cc(F)ccc1F)C1CCCN(C(=O)c2ccc(F)cc2Cl)C1 (stereo not given)	i	i
CCOc1ccc(C(C(=O)NCC2CCCO2)N(C(=O)c2snc(C(N)=O)c2N)c2ccc(F)cc2)cc1 (stereo not given)	i	i
COc1ccc(CCNC(=O)CCc2nc3sc4c(c3c(=O)[nH]2)CCCC4)cc1	i	i
O=C(Cn1ccn(-c2ccc(F)c(F)c2)c(=O)c1=O)NCCc1ccccc1	i	i
O=C(CSc1nc2ncccc2[nH]1)NCCc1ccccc1	i	i
O=C1CN(CC(=O)Nc2cccc(Cl)c2Cl)c2ccccc2N1	i	i
Cc1noc(C)c1C(=O)NCCCc1ccccc1	i	i

# Record cards (already shown). Values in the order: CHT block, CHT allo act
# Cc1cc([N+](=O)[O-])ccc1NCc1cccc2ccccc12 in the list: i, i
# COCCCn1c(C)csc1=Nc1cccnc1 in the list: i, i
# O=C(O)c1cc2nccc(-c3ccco3)n2n1 in the list: i, i
# Cc1ccc(-c2n[nH]c(=S)n2/N=C/c2ccc(C)s2)cc1 in the list: i, i
# COc1ccccc1-c1ccc(SCc2ccc([N+](=O)[O-])cc2)nn1 in the list: i, i

# (listing goes on)
SMILES	CHT block	CHT allo act
CCN1CCN(c2ccc(S(=O)(=O)N3CCCCC3)cc2NC(=O)c2cccc(F)c2)CC1	i	i
Nc1c(Cl)ncnc1N/N=C/c1ccccn1	i	i
Cc1ccc2c(CC(=O)O)coc2c1	i	i
N=C1/C(=C/c2ccc(OCc3ccccc3F)cc2)C(=O)N=C2SC(CC(=O)N3CCOCC3)=NN12	i	i
CCOC(=O)C1=NN(C(C)=O)C2(CC(=O)N(c3cc(C)cc(C)c3)C2=O)C1 (stereo not given)	i	i
N#C/C(=C\c1ccc(O)c(O)c1)C(=O)NCCCc1ccccc1	i	i
C[C@H]1CN=C(N(C)C)N1CCc1ccc(F)cc1	i	i
O=C(NCCCc1ccccc1)Nc1cccc(Cl)c1	i	i
CCCCn1cc(S(=O)(=O)c2ccccc2)c(=O)c2cc(C)ccc21	i	i
Cc1ccc(C)c(NC(=O)CN(C)S(=O)(=O)c2cccc3cccnc23)c1	i	i
CC(=O)Sc1nc(-c2ccccc2)[nH]c1S(=O)(=O)c1ccc(C)cc1	i	i
O=C(c1ccc(NS(=O)(=O)c2ccc3[nH]c(=O)[nH]c3c2)cc1)N1CCN(c2ccccc2O)CC1	i	i
CC1CCc2sc(C(=O)Nc3ccc(C(N)=O)cc3)cc2C1 (stereo not given)	i	i
Cc1ccccc1NC(=O)CSc1nc2ccccc2c(=O)n1C	i	i
CC(O)CNc1cnccn1 (stereo not given)	i	i
CN1C(=O)c2ccc(C(=O)Nc3ccccc3O)cc2C1=O	i	i
CCc1ccccc1-n1ncc(C(=O)Nc2ccccc2OC)c1C	i	i
CC(=O)Nc1ccc(Oc2cnccn2)cc1	i	i
COc1ccccc1C(=O)NC(=S)Nc1cccc2cc(O)ccc12	i	i
Cc1ccc(OCC(=O)NCCNC(=O)c2ccccn2)cc1	i	i
COc1cc(CC(=O)O)ccc1O	i	i
c1ccc2cc(Sc3ncnc4c3oc3ccccc34)ccc2c1	i	i
O=C(O)c1ccccc1NCc1cccs1	i	i
Nc1nc2ccccc2n1/N=C/c1ccc(Br)cc1	i	i
CC(O)c1nc2ccccc2n1Cc1ccccc1 (stereo not given)	i	i
CCOc1cccc2cc(C(N)=O)c(=NCc3ccccc3)oc12	i	i
CCCn1c2ccccc2c2cnn(CC(=O)NC(C)CC)c(=O)c21 (stereo not given)	i	i
O=c1c([N+](=O)[O-])cc(C(F)(F)F)cn1Cc1c(Cl)cccc1Cl	i	i
O=c1nc(SCc2ccccc2Cl)nc(-c2ccc(Cl)cc2)[nH]1	i	i
C/C(N)=C(/C#N)C(=O)COC(=O)c1ccc(C#N)cc1	i	i
Cc1cc(Nc2ccccc2C(=O)O)n(-c2cccc(Cl)c2)n1	i	i
CC1Cc2cc(/C(O)=C3/C(=O)C(=O)N(CCN4CCOCC4)C3c3ccc(C(C)C)cc3)ccc2O1 (stereo not given)	i	i
CCN(CC(=O)Nc1ccc(N2CCOCC2)cc1)Cc1nc2ccccc2c(=O)[nH]1	i	i
Cc1ccc(OCCn2cnc(Cl)c2Cl)cc1	i	i
O=C1CCC/C(=N/NC(=O)C2CCN(S(=O)(=O)c3cccs3)CC2)C1	i	i
FC(F)(F)c1cnc(-c2cnc3c(-c4ccc(Cl)cc4)cnn3c2)c(Cl)c1	i	i
Cc1cccc(C(c2c(C)nn(-c3ccccc3)c2N)c2c(C)nn(-c3ccccc3)c2N)c1	i	i
O=C(NCCSc1c[nH]c2ccccc12)c1ccc(Br)o1	i	i
O=C1c2ccccc2NC(c2ccc(-c3ccc(Br)cc3)o2)N1O (stereo not given)	i	i
Cc1n[nH]c(=O)c2c1nnn2Cc1ccccc1Cl	i	i
Cc1ccc(S(=O)(=O)N(CC(O)CN(C)C)c2ccccc2)cc1 (stereo not given)	i	i
COc1ccccc1N(Cc1cc(=O)[nH]c2ccccc12)C(=O)c1ccc([N+](=O)[O-])cc1	i	i
CC(NC(=O)CCc1nc2cc(S(=O)(=O)N3CCOCC3)ccc2n1C)c1ccc(S(N)(=O)=O)cc1 (stereo not given)	i	i
CCc1cc(=O)oc2cc(OCC(=O)NCCCN3CCCC3=O)ccc12	i	i
CN1C(=O)[C@H]2[C@@H](c3ccc(F)cc3)N3C(=O)c4ccccc4NC(=O)[C@@]3(C)[C@H]2C1=O	i	i
Cc1ccc(NC(=O)CN2CCC3(O)CCCCC3C2c2ccc3c(c2)OCO3)c(C)c1 (stereo not given)	i	i
CCCn1cc(SCC(N)=O)c2ccccc21	i	i
CC(=O)Nc1nc2ccccc2n1Cc1ccccc1	i	i
CCN1CCN(c2c(Cl)cccc2NC(=O)c2ccc(Br)o2)CC1	i	8.4*
NC(=O)c1ccc(NC(=O)COC(=O)C2(c3ccccc3F)CCCC2)cc1	i	i
CCOC(=O)CSC1=C(C#N)C(c2ccco2)C(C(=O)Nc2cccc(C(F)(F)F)c2)=C(C)N1 (stereo not given)	i	i
O=C(CCCc1ccccc1)NCc1ccccn1	i	i
CCOC(=O)C1(CC2CC2)CCN(C(=O)c2cc(C3CC3)nc3ccccc23)CC1	i	i
CC(NC(=O)COC(=O)CCc1ccccc1)c1ccccc1 (stereo not given)	i	i
O=C(CSc1cn[nH]n1)Nc1nc2ccccc2s1	i	i
O=C(CSc1ccsc1[N+](=O)[O-])N1CCN(c2ccccn2)CC1	i	i
O=C(CSc1nnc(-c2ccncc2)n1C1CCCCC1)Nc1cccc(O)c1	i	i
O=C(N/N=C/C(Cl)=C/c1ccccc1)c1ccccn1	i	i
COc1cc(C(NC(C)=O)NC(C)=O)ccc1OCc1ccccc1	i	i
CSc1nc(N2CCN(c3ccccc3Cl)CC2)c2ccccc2n1	i	i

# (more compounds)
SMILES	CHT block	CHT allo act
CCNC(=O)CC1C(=O)N(c2cccc(C)c2)C(=O)N1CCC(C)C (stereo not given)	i	i
O=C(NCC1CCCO1)NC1CCCCC1 (stereo not given)	i	i
O=C(c1ccc(CS(=O)Cc2ccccc2Cl)o1)N1CCN(C2CCCCC2)CC1 (stereo not given)	i	i
O=C(NC1CCCN(Cc2ccccc2F)C1)c1cccs1 (stereo not given)	i	i
COc1ccc(CCNCc2cc(C)n(-c3ccc(OC)cc3)c2C)cc1	i	i
O=C(NNS(=O)(=O)c1ccc(C(F)(F)F)cc1)c1cnn(-c2ccccc2)c1C(F)(F)F	i	i
Cc1cc(C)c(C)c(S(=O)(=O)N2CCN(c3ncnc4sc(C)c(C)c34)CC2)c1C	i	i
O=C(NCCNc1nccc(C(F)(F)F)n1)c1cccc(C(F)(F)F)c1	i	i
CCCC(C(=O)Nc1ccc2c(C)cc(=O)oc2c1)c1ccccc1 (stereo not given)	i	i
CCCn1c(SCC(=O)Nc2cccc(S(=O)(=O)NC3=NCCCCC3)c2)nc2ccccc2c1=O	i	i
COc1cc(/C=C2\C=CC(=O)O2)cc(OC)c1	i	i
Cc1nn(C)c(C)c1/C=N/NC(=O)c1csc2ccccc12	i	i
Cc1cc(C[n+]2ncsc2N)c2ncccc2c1	i	i
CCC(C)(CC(=O)O)CC(=O)Nc1cc(C(F)(F)F)cc(C(F)(F)F)c1 (stereo not given)	i	i
Cc1ccc(/C=N/NC(=O)CSc2nnc(-c3ccc(Cl)cc3)n2-c2ccccc2)o1	i	i
Cc1cc(C)c2c(n1)sc1c(=O)n(Cc3ccc(F)cc3)cnc12	i	i
O=C1c2ccccc2S(=O)(=O)c2cc(N3CCN(c4ccccc4)CC3)ccc21	i	i
Cc1ccc(/C=C/C(=O)OC(C)C(=O)Nc2ncc(Cl)cc2Cl)o1 (stereo not given)	i	i
COc1cc(C(=O)N2CCN(C(=O)COc3ccc4ccccc4c3)CC2)cc(OC)c1OC	i	i
CCc1nn(CC(=O)N2CCN(C)CC2)c(=O)c2cccn12	i	i
COc1cc(C=O)ccc1OC(=O)c1ccc(C(C)C)cc1	i	i
COc1ccc(S(=O)(=O)N2CCC(C(=O)NCc3cccnc3)CC2)cc1C	i	i
CCCCNC(=O)C1CCCN1C(=O)Nc1cccc(OC)c1 (stereo not given)	i	i
COc1ccc(Sc2cc(C(F)(F)F)nc(-c3ccccn3)n2)cc1	i	i
CC1(C)CC(=O)C=C(N=CC2=C(O)CC(C)(C)CC2=O)C1	i	i
